Source: PubChem
eIF4E 4G PPI – eIF4E–eIF4G protein interaction inhibitors, primary screen, biochemical, uHTS, TR-FRET, eIF4GI fragment; Eukaryotic translation initiation factor 4E (Mus musculus) + Eukaryotic translation …; TR-FRET eIF4E-eIF4GI(517-606) binding, 2 h; inhibition, % at 21.7 µM; 220,000 tested, 0.37% active; AID 782, 2007;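 active = inhibition above about 30%, limit read from the data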;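 note: 0% = full FRET control wells and 100% = background wells lacking eIF4GI fragment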
NPY1 pot ag – NPY-Y1 receptor potentiators or agonists, primary screen, cell-based. Neuropeptide Y receptor type 1 (Homo sapiens), P25929. NPY-Y1 expressing cells, potentiator/agonist activation. activation, % at 3.6 µM. 220,000 tested, 0.37% active; in the data active = activation above about 33%, passing the limit was not always enough;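 note: cells stimulated with NPY at EC10 then isoproterenol at EC100; 0% = low agonist plus stimulus and 100% = saturating agonist plus stimulus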
EP2 antag – human EP2 receptor antagonists, primary screen, TR-FRET cAMP, C6 glioma cells; Prostaglandin E2 receptor EP2 subtype (Homo sapiens), P43116; C6 glioma cells expressing human EP2; cells stimulated with saturating PGE2; inhibition, % at 25 µM; 260,000 tested, 0.52% active; AID 1422, 2008;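 active = percent inhibition above 40 after rounding to a whole number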;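 note: rat C6 glioma host cells with rolipram phosphodiesterase inhibitor present; the protocol text gives 20 µM as final concentration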
NPY Y1 blocker – NPY-Y1 receptor antagonists, primary screen, cell-based; Neuropeptide Y receptor type 1 (Homo sapiens), P25929; HEK293-CNG Y1 cells, membrane potential fluorescence; NPY at EC95, then isoproterenol; inhibition, % at 3.6 µM; 200,000 tested, 1% active; AID 1040, 2008;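 active = inhibition above the campaign mean inhibition of all tested compounds plus 3 SD, cut at about 20% in these data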;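 note: 0% = DMSO wells given NPY plus isoproterenol and 100% = isoproterenol alone without NPY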
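Material: HEK293 cells with Y1 receptor plus CNG channel; times: compound incubation 1 h at room temperature, readout 45 min post-stimulation; signal: fluorescence, membrane potential probe; read-out basis: fluorescence ratio normalized to % inhibition between controls; benchmarks: full-block control isoproterenol-only wells, zero-block control NPY plus isoproterenol wells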
S1P4 antagonist – S1P4 receptor antagonists, primary screen, cell-based. S1P4-expressing cells, antagonist mode, reporter read-out. inhibition, % at 4.98 µM. 220,000 tested, 0.26% active. AID 1510, 2009; in the data active = inhibition above about 29%;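 note: 0% = wells stimulated with agonist and 100% = vehicle wells without agonist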
p97 ATPase inh – inhibitors of human p97 ATPase, primary screen, biochemical | Transitional endoplasmic reticulum ATPase (Homo sapiens), P55072 | 220,000 tested, 0.42% active | recombinant p97 ATPase, Kinase-Glo ATP luminescence, 3 h | inhibition, % at 8 µM | AID 1481, 2009; in the data active = inhibition above about 15%;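 note: 0% = DMSO vehicle and 100% = wells lacking enzyme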
S1P4 agonist – S1P4 receptor agonists, primary screen, cell-based | 220,000 tested, 0.35% active | Sphingosine 1-phosphate receptor 4 (Homo sapiens), O95977 | activation, % at 4.98 µM | S1P4-expressing cell line, agonist reporter assay; in the data active = activation above about 11%;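 note: 0% = DMSO vehicle and 100% = reference agonist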
NPY-Y2 PAM-ag – NPY-Y2 potentiators or agonists, primary screen, cell-based; Neuropeptide Y receptor type 2 (Homo sapiens), P49146; cells expressing NPY-Y2, potentiator/agonist read-out; activation, % at 3.6 µM; 220,000 tested, 0.45% active; AID 1359, 2008; in the data active = activation above about 27%;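 note: cells stimulated with NPY near EC25 plus isoproterenol at EC100; 0% = vehicle plus submaximal agonist and 100% = vehicle plus saturating agonist; some results beyond the cut were filed as inactive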
Target sequence (P49146 whole entry, looked up): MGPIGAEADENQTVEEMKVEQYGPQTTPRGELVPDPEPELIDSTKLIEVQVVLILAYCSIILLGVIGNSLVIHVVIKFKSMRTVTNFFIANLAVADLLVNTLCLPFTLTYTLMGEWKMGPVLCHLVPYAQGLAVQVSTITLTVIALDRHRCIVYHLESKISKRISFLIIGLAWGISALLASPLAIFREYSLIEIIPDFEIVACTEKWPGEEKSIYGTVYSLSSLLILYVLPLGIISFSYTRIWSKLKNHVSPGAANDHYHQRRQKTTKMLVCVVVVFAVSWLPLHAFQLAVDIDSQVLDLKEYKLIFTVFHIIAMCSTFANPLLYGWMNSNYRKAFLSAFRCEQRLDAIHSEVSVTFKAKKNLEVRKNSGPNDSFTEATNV
EP2 mod – EP2 receptor modulators, cAMP readout, primary screen, cell-based, HTRF cAMP, PGE2 stimulation; Prostaglandin E2 receptor EP2 subtype (Homo sapiens), P43116; EP2-expressing cells, cAMP HTRF FRET, PGE2 co-stimulation; induction, % at 25 µM; 260,000 tested, 0.83% active;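 active = compounds whose cAMP rise, as percent of the full-agonist control response, exceeds 60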;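 note: rat C6 glioma line stably carrying human EP2 under a CMV promoter; the protocol text gives 20 µM as final concentration; 100% = response of wells given 1 µM PGE2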
The depositor's hits bear a star; / = not tested or not shown; [ ] = remark or other dose. Some of the compounds tested (hit frequency here may not be typical).

Structure	eIF4E 4G PPI	NPY1 pot ag	EP2 antag	NPY Y1 blocker	S1P4 antagonist	p97 ATPase inh	S1P4 agonist	NPY-Y2 PAM-ag	EP2 mod
Cc1cccc(C)c1NC1=NCCCCS1	-1	-16	6	9	6	5	-1.8	3	-3
Cc1c(NC(=O)C(C)OC(=O)Cc2ccccc2)c(=O)n(-c2ccccc2)n1C (configuration not stated)	15	-11	6	-3	4	3	-3.1	8	15
COC(=O)[C@@]1(C#N)[C@@H]2C=CC(C(C)=O)=CN2[C@@H](C(N)=O)[C@@H]1c1ccc(F)cc1	9	-3	8	/	5	4	-0.8	-1	-5
O=C1/C(=C/c2cccc([N+](=O)[O-])c2)N2CCC1CC2	19	16	2	-2	-2	4	1.7	5	20
COc1cc2c(cc1/C=C/[N+](=O)[O-])OCO2	-3	29	103*	1	41*	-1	-1.2	20	-122
O=C(COC(=O)Cc1ccccc1)Nc1ccc(Cl)cn1	-1	0	4	4	-5	1	-0.7	13	1
COc1ccc(-c2nc3ccccc3n2OC(=O)N(C)C)cc1	5[fluorescence artefact?]	-19	12	10	11	3	1.5	21	24
CCNCCNc1ccc([N+](=O)[O-])c2cccnc12	-1	-4	12	/	-21	7	0.6	2	-29
CCCC(=O)NC(Oc1ccccc1Cl)C(Cl)(Cl)Cl (configuration not stated)	2	0	7	2	-7	-1	0.9	8	26
COc1ccc(N=Nc2c(O)[nH]c(=S)[nH]c2=O)cc1	-2	10	10	3	-22	-5	1.7	-13	-16
CNCCc1c[nH]c2ccccc12	0	7	7	5	-26	4	1.2	-3	-25
CCOC(=O)C(O)(c1ccc(N(CC)S(=O)(=O)c2ccccc2)cc1)C(F)(F)F (configuration not stated)	3	6	15	15	0	1	0.3	7	11
CCCCn1c(O)c(C(CC)=NCCc2ccccc2)c(=O)[nH]c1=O	0	-23	18	-1	-9	-11	-1.2	-20	-8
O=C(Oc1c(Cl)cc(Cl)c2ccccc12)N1CCCCC1	-2	-1	11	1	8	-10	-0.6	-7	-6
FC(F)(F)c1ccc2c(c1)nnn2C1CCN(Cc2nnnn2Cc2ccccc2)CC1	1	4	16	1	-10	1	0.3	24	14
CCNC(=O)NNC(=O)C1CC(c2cccnc2)=NO1 (configuration not stated)	0	-10	8	0	-3	1	0.1	-21	28
Cc1ccccc1-n1c(-c2ccoc2)nc2ccccc2c1=O	-6	5	4	-3	-7	-3	2.2	-3	39
CCCCC1(CCCC)C(=O)NC(=Nc2cccc(C)c2)NC1=O	-16	-44	13	-4	1	1	-0.7	-19	-51

Ordered by SMILES length (ascending): part of the list above
Structure	eIF4E 4G PPI	NPY1 pot ag	EP2 antag	NPY Y1 blocker	S1P4 antagonist	p97 ATPase inh	S1P4 agonist	NPY-Y2 PAM-ag	EP2 mod
CNCCc1c[nH]c2ccccc12	0	7	7	5	-26	4	1.2	-3	-25
Cc1cccc(C)c1NC1=NCCCCS1	-1	-16	6	9	6	5	-1.8	3	-3
O=C(COC(=O)Cc1ccccc1)Nc1ccc(Cl)cn1	-1	0	4	4	-5	1	-0.7	13	1
Cc1ccccc1-n1c(-c2ccoc2)nc2ccccc2c1=O	-6	5	4	-3	-7	-3	2.2	-3	39
COc1ccc(-c2nc3ccccc3n2OC(=O)N(C)C)cc1	5[fluorescence artefact?]	-19	12	10	11	3	1.5	21	24
COc1ccc(N=Nc2c(O)[nH]c(=S)[nH]c2=O)cc1	-2	10	10	3	-22	-5	1.7	-13	-16
CCCCC1(CCCC)C(=O)NC(=Nc2cccc(C)c2)NC1=O	-16	-44	13	-4	1	1	-0.7	-19	-51
O=C1/C(=C/c2cccc([N+](=O)[O-])c2)N2CCC1CC2	19	16	2	-2	-2	4	1.7	5	20
CCCCn1c(O)c(C(CC)=NCCc2ccccc2)c(=O)[nH]c1=O	0	-23	18	-1	-9	-11	-1.2	-20	-8
FC(F)(F)c1ccc2c(c1)nnn2C1CCN(Cc2nnnn2Cc2ccccc2)CC1	1	4	16	1	-10	1	0.3	24	14
Cc1c(NC(=O)C(C)OC(=O)Cc2ccccc2)c(=O)n(-c2ccccc2)n1C (configuration not stated)	15	-11	6	-3	4	3	-3.1	8	15
CCOC(=O)C(O)(c1ccc(N(CC)S(=O)(=O)c2ccccc2)cc1)C(F)(F)F (configuration not stated)	3	6	15	15	0	1	0.3	7	11
COC(=O)[C@@]1(C#N)[C@@H]2C=CC(C(C)=O)=CN2[C@@H](C(N)=O)[C@@H]1c1ccc(F)cc1	9	-3	8	/	5	4	-0.8	-1	-5
